High-throughput results deposited in PubChem by National Center for Advancing Translational Sciences (NCATS).
HCMV antiviral – blocks human cytomegalovirus replication; HFF cells, HCMV-luciferase reporter, 72 h; active compounds read low; activity change, negative = inhibition, % at 57.5 µM; actives 4.5% (n = 410,000); in the data active = activity change below about -60%; inconclusive = no clear call, values can overlap the other calls; inactive = above about -39%
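HFF cells seeded 16 h at 37C, treated with compounds, infected with luciferase-reporter HCMV at MOI 1 PFU/cell; luciferase read at 72 h post infection, normalized to buffer-only and Salinomycin controls.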
Sm TGR inh – blocks Schistosoma mansoni thioredoxin glutathione reductase; Q962Y6; purified TGR, DTNB reduction, TNB absorbance 405 nm; Potency, µM (series often up to 114 µM), without a hit: at the top dose activity change, negative = inhibition, usual class: inhibitors; actives 3% (n = 360,000); AID 485364; also: potency is read from the fitted curve at half-maximal effect; nearly all actives have a fitted effect of over 60% in size
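First, TGR (20 nM dispensed) and NADPH were mixed with compound. Second, a 15 min room-temperature incubation followed. Third, further NADPH and then DTNB were added to start the reaction. Finally, TNB absorbance was monitored kinetically.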
FBPA Giardia inh – inhibitors of Giardia lamblia fructose-1,6-bisphosphate aldolase; A8B2U2; purified Giardia FBPA; Potency, µM (titrated, usually from 59.6 µM), without a hit: at the top dose activity, negative = inhibition, usual class: inhibitors; actives 0.71% (n = 290,000); AID 2451; also: potency is read from the fitted curve at half-maximal effect; nearly all actives have a fitted effect of over 55% in size
Target sequence (A8B2U2 whole entry, looked up): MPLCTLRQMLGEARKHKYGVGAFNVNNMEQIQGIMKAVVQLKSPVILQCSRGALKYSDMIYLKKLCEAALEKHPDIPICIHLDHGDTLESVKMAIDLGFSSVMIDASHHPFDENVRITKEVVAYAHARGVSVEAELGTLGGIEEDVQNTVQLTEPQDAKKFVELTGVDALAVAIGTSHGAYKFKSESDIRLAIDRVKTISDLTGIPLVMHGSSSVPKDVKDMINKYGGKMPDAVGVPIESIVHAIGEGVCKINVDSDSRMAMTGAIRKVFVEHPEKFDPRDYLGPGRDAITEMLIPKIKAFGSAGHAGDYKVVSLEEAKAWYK
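40 nM FBPA preincubated 10 min at RT with compound (up to 57.5 uM final), then substrate plus GAPDH/TPI/NAD/arsenate coupling and diaphorase/resazurin added. Fluorescence read after 20 min at RT, 525/598 nm.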
AmpC detergent – inhibitors of E. coli AmpC beta-lactamase with detergent. P00811. AmpC hydrolysis of nitrocefin, absorbance 480 nm, 0.01% Triton. Potency, µM (top dose mostly 114 µM), inactives show top-dose activity change, negative = inhibition, usual class: inhibitors. actives 0.041% (n = 370,000);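 also: potency is read from the fitted curve at half-maximal effect; 0% = no-compound wells and -100% = no-enzyme wells; nearly all actives have a fitted effect of over 25% in size; some results filed as inactive show a strong effect at the top dose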
Target sequence (P00811 whole entry, looked up): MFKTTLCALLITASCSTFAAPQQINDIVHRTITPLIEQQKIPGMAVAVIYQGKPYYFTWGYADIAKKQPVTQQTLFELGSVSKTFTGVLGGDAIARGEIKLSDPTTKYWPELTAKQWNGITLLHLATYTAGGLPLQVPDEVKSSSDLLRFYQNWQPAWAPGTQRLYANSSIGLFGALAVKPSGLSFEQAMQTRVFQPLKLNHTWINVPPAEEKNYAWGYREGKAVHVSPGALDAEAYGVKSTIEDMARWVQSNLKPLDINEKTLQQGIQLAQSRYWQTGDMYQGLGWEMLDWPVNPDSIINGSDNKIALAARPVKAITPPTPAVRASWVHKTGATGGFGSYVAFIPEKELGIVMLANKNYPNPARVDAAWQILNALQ
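20 mM phosphate pH 7.0 + 0.01% (detergent screen) or 0.0001% Triton X-100; 5.3 nM AmpC reagent; cpd preinc 15 min RT; nitrocefin (800 uM stock) to start; A480 q20 s × 4 min; Activity was normalised to no-enzyme and no-compound control wells.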
AMA1 RON2 block – inhibitors of Plasmodium falciparum AMA1-RON2 interaction; AlphaScreen AMA1-biotinylated RON2 peptide binding; Potency, µM (series often up to 58.2 µM), inactives show top-dose activity change, negative = inhibition, most hits filed as inhibitors; actives 0.2% (n = 360,000);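 also: potency is read from the fitted curve at half-maximal effect; 0% = vehicle wells and -100% = peptide control; nearly all actives have a fitted effect of over 45% in size; some results filed as inactive show a strong effect at the top dose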
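AMA1 (3D7) with his tag at 25 nM final met compounds first, then biotinylated RON2 peptide at 25 nM; detection used donor plus acceptor beads, 10 µg/mL apiece, read by AlphaScreen after 30 min at room temperature.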
HCV inh – blocks hepatitis C virus; Potency, µM (titrated, usually from 41.8 µM), for the others: at the highest dose activity change, negative = inhibition, most hits filed as inhibitors; actives 3.4% (n = 340,000); Huh7.5.1 HCVcc-Cre infection, luciferase reporter, 44 h; also: potency is read from the fitted curve at half-maximal effect
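Cells (1,000/well) were plated 4 h before compound, then infected with HCVcc-Cre virus (~0.5 moi). After 44 h further culture, infection was read as luciferase luminescence following a 15 min substrate incubation at room temperature.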
Starred values were filed as active, the others as inactive; ? = inconclusive; / = not tested or not shown; [ ] = dose if it differs, or a comment. Unless noted, calls follow the shape of the dose curve; as a rule, active = well fitted curve in the direction sought with a large enough effect; inconclusive = small, poorly fitted or top-dose-only effect, or another doubt; inactive = no such curve, though single readings can be large; an effect the other way counts as inactive or inconclusive. Unless noted, % is scaled to controls: 0 for no effect and ±100 for the full control effect.

item	canonical_smiles	HCMV antiviral	Sm TGR inh	FBPA Giardia inh
1	O=P(Oc1ccccc1)(Oc1ccccc1)C(O)c1ccccc1 (configuration not stated)	13	-3%	/
2	CCC(C)[C@H](NC(=O)N1CC(=O)Nc2ccccc21)C(=O)NC(C)CCc1ccccc1 (some centres not stated)	-26	-7%	/
3	CN1c2ccccc2C(C)(C)C12CC(c1ccc(S(=O)(=O)N3CCCCC3)cc1)=NO2 (configuration not stated)	-70*	1%	-3%
4	COc1cccc(S(=O)(=O)Nc2noc3ccccc23)c1	84	10%	-1%
5	CCc1nnc(NC(=O)CCc2ccc(C)o2)s1	6	-21%	1%
6	O=C(c1ccc(Cl)c(S(=O)(=O)NCc2ccccc2)c1)N1CCN(c2ccccn2)CC1	-17	-21%	0%
7	O=C(/C=C/c1ccccc1)Nc1nc(-c2cccs2)ns1	32	11%	/
8	CCOc1ccccc1-c1nc(SCC(=O)c2ccc(OC)c(Br)c2)n[nH]1	0	-3%	/

item	AmpC detergent	AMA1 RON2 block	HCV inh
1	-8%	-9%	-6%
2	-4%	-1%	6%
3	0%	-18%	8%
4	1%	11%	12%
5	1%	-5%	-17%
6	?	1%	/
7	20%	/	/
8	28%	/	/

Going on with the list.
item	canonical_smiles	HCMV antiviral	Sm TGR inh	FBPA Giardia inh
9	COc1ccc(NC(=O)CC2SC3=NCCN3C2=O)cc1 (configuration not stated)	-21	/	1%
10	Cc1cc2ccccn2c1C(C[N+](=O)[O-])c1ccc(N(C)C)cc1 (configuration not stated)	84	?	?
11	O=c1[nH]n2c(=O)c3c([nH]c2c1N=Nc1cccc(Cl)c1)CCC3	22	-2%	-3%
12	COc1ccc(S(=O)(=O)Cc2ccc(C(=O)NCc3ccccn3)o2)cc1	10	35µM*	-1%
13	O=C(CC(C(=O)O)C1CCCO1)NCCc1ccc2c(c1)OCO2 (configuration not stated)	-15	-23%	-13%
14	COc1ccc(/C=N/NC(=O)c2nc(-c3ccccc3)n(-c3ccccc3)n2)cc1	-11	3%	5%
15	CCc1ccc(OC(C)C(=O)Nc2c(C(=O)c3ccccc3)oc3ccccc23)cc1 (configuration not stated)	-8	7%	/
16	Cc1csc(SCC(=O)N2CCN(S(=O)(=O)c3ccccc3)CC2)n1	-27	-1%	4%

item	AmpC detergent	AMA1 RON2 block	HCV inh
9	2%	-3%	13%
10	-8%	?	3%
11	4%	30%[activator]	22%
12	1%	37%[activator]	-5%
13	?	-1%	-3%
14	?	6%	1%
15	-5%	/	/
16	-2%	-1%	2%

The listing continues:
item	canonical_smiles	HCMV antiviral	Sm TGR inh	FBPA Giardia inh
17	Cc1ccc(C(=O)N2N=C(c3ccc(Br)cc3)CC2c2ccccc2O)cc1 (configuration not stated)	-62*	-5%	6%
18	CCN1C(=O)N[C@@H](c2ccccc2)C(C(=O)OC)=C1C	2	/	1%[12.9 µM]
19	Cc1cc(OC(C)C(=O)Nc2cccc(-c3nc4ccccc4o3)c2)cc(C)c1Cl (configuration not stated)	37	38%[activator]	/
20	CCOc1ccc(S(=O)(=O)N2CCC(c3ccncc3)CC2)cc1	-21	20%	/
21	Cc1ccc(Cl)cc1N1CCN(S(=O)(=O)c2ccc3c(c2)CCCN3C(=O)C2CCC2)CC1	19	3%	/
22	N#Cc1c(SCC(=O)N2CCOCC2)nsc1SCC(=O)N1CCOCC1	3	2%	0%
23	C/C(CC(=O)C(F)(F)F)=N\NC(=O)/C(C#N)=C/N(C)C	1	1%	1%
24	CCc1nnc(NC(=O)CSc2nnc(-c3ccncc3)n2Cc2ccccc2)s1	/	-25%	0%

item	AmpC detergent	AMA1 RON2 block	HCV inh
17	-11%	-7%	?
18	/	0%	8%
19	17%	/	/
20	8%	/	/
21	3%	/	/
22	-7%	-11%	-1%
23	1%	104%[activator]	15%
24	?	/	/

Other records.
item	canonical_smiles	HCMV antiviral	Sm TGR inh	FBPA Giardia inh
25	Nc1ccc(C(=O)OCC(=O)Nc2cc([N+](=O)[O-])ccc2F)cc1	0	-4%	0%
26	COc1cccc(C2NC(C)(C(=O)O)C3C(=O)N(C(C)C)C(=O)C23)c1O (configuration not stated)	?	-14%	-18%
27	COc1ccc2nc(COC(=O)c3cccs3)c(C(C)=O)[n+]([O-])c2c1	-2	-1%	4%
28	COc1cccc(CNC(=O)c2ccc(NC(=O)C3=CSCCO3)cc2)c1	9	-12%	/
29	CC(C)(C)C(=O)Cn1c(=O)n(CC2CCCO2)c(=O)c2ccccc21 (configuration not stated)	-28	16%	4%
30	CCc1cc(C(=O)COc2ccc(F)cc2)c(O)cc1O	-23	0%	3%
31	COc1ccc(S(=O)(=O)NCc2cccnc2)cc1NC(=O)c1ccccc1	-31	-1%	3%
32	COC(=O)c1cc(S(=O)(=O)N(C)C2CCCCC2)c[nH]1	-3	-1%	-1%

item	AmpC detergent	AMA1 RON2 block	HCV inh
25	?	-5%	-2%
26	?	114%[activator]	25%
27	-6%	-1%	-4%
28	1%	0%	-3%
29	-10%	8%	0%
30	-2%	-1%	-19%
31	2%	10%	-7%
32	?	5%	0%

Continued.
item	canonical_smiles	HCMV antiviral	Sm TGR inh	FBPA Giardia inh
33	Cn1c(NC(=O)c2ccc(F)c(F)c2)cc(=O)n(C)c1=O	1	-1%	2%
34	COc1ccccc1N1CCN(S(=O)(=O)c2ccc(Br)s2)CC1	22	0%	0%
35	Cc1ccc(OCC(=O)Nc2nnc(S(=O)(=O)N3CCC(C)CC3)s2)cc1	?	-18%	7%
36	CC(=O)Nc1nonc1-c1nc2ccccc2n1Cc1ccccn1	-4	0%	15%
37	COc1cccc(CNC(=O)C2CCCN(S(=O)(=O)c3c(C)[nH]c(=O)[nH]c3=O)C2)c1 (configuration not stated)	-10	4%	-1%
38	O=C(O)Cc1c(C(=O)O)nnn1-c1cccc(C(F)(F)F)c1	-3	0%	-18%
39	Cc1ccc(C(=O)CSc2nc(-c3ccccc3)ccc2C#N)cc1	-25	0%	3%
40	CC(=O)c1ccc(NS(=O)(=O)c2cc(-c3cc(C)no3)ccc2C)cc1	-2	1%	/

item	AmpC detergent	AMA1 RON2 block	HCV inh
33	?	0%	0%
34	-5%	-1%	11%
35	5%	-8%	-1%
36	?	-15%	-9%
37	2%	4%	14%
38	3%	-1%	8%
39	-12%	62%[activator]	-12%
40	10%	/	/

Reprinted from the part before: 6 entries; new compounds follow.
item	canonical_smiles	HCMV antiviral	Sm TGR inh	FBPA Giardia inh
35	Cc1ccc(OCC(=O)Nc2nnc(S(=O)(=O)N3CCC(C)CC3)s2)cc1	?	-18%	7%
36	CC(=O)Nc1nonc1-c1nc2ccccc2n1Cc1ccccn1	-4	0%	15%
37	COc1cccc(CNC(=O)C2CCCN(S(=O)(=O)c3c(C)[nH]c(=O)[nH]c3=O)C2)c1 (configuration not stated)	-10	4%	-1%
38	O=C(O)Cc1c(C(=O)O)nnn1-c1cccc(C(F)(F)F)c1	-3	0%	-18%
39	Cc1ccc(C(=O)CSc2nc(-c3ccccc3)ccc2C#N)cc1	-25	0%	3%
40	CC(=O)c1ccc(NS(=O)(=O)c2cc(-c3cc(C)no3)ccc2C)cc1	-2	1%	/
41	Cc1cc(C(=O)Nc2ccccc2)c(C)o1	8	-5%	-2%
42	COc1cc(OC)c(C=O)c(OC(=O)N2CCOCC2)c1	11	-1%	1%
43	COCCCNc1nc2c(c(=O)[nH]c(=O)n2C)n1CC(O)COc1ccccc1C (configuration not stated)	18	7%	1%
44	N#Cc1ccc(C(=O)NCC(c2ccco2)N2CCCC2)cc1 (configuration not stated)	8	-27%	-4%
45	O=C(COc1ccc(Cl)cc1)NCCNc1ccc([N+](=O)[O-])cc1	43	-18%	0%
46	Cc1cccc(C2=NN(c3ccccc3)[C@@H](C(=O)N3CCOC3=O)[C@@H]2C)c1	-5	/	-16%[89.2 µM]
47	C=CCN1C(=O)c2ccc(C(=O)NCCOc3ccccc3F)cc2C1=O	-2	4%	/
48	CC1CN(C(=S)Nc2ccc(F)cc2F)CC(C)O1 (configuration not stated)	16	-8%	-1%

item	AmpC detergent	AMA1 RON2 block	HCV inh
35	5%	-8%	-1%
36	?	-15%	-9%
37	2%	4%	14%
38	3%	-1%	8%
39	-12%	62%[activator]	-12%
40	10%	/	/
41	?	6%	10%
42	?	7%	5%
43	-22%	41%[activator]	-2%
44	?	1%	14%
45	-7%	-4%	0%
46	/	21%	?
47	-11%	2%	?
48	?	-9%	5%

(continued)
item	canonical_smiles	HCMV antiviral	Sm TGR inh	FBPA Giardia inh
49	CN(CC(=O)Nc1cccc(F)c1)CC(=O)NC(c1ccccc1)c1ccccc1	9	-11%	/
50	Cc1cc(OCC(=O)OC(C)C)c2c3c(c(=O)oc2c1)CCCC3	1	-3%	3%
51	Cc1c(C(=O)Nc2ccc(C(C)C)cc2)sc2nc3n(c(=O)c12)CCC3	?	-8%	/
52	Cc1onc(-c2ccccc2)c1C(=O)N(C)CC(=O)Nc1ccc(F)c(F)c1F	-39	/	/
53	FC(F)(F)c1ccccc1CN1CCN(C2CCCCCC2)CC1	?	0%	-25%
54	Cc1cccc([N+](=O)[O-])c1	3	-22%	/
55	Cc1ccc(OC(=O)CSc2nnc(-c3cccs3)o2)c(C)c1	6	-4%	/
56	O=C(O)c1cccc(NC(=S)N/N=C/c2cccc(O)c2)c1	15	1%	20%

item	AmpC detergent	AMA1 RON2 block	HCV inh
49	-16%	7%	-17%
50	-4%	2%	-2%
51	-7%	/	/
52	/	29%	?
53	0%	?	-11%
54	1%	9%	-16%
55	23%	/	/
56	-11%	79%[activator]	-6%

Other compounds.
item	canonical_smiles	HCMV antiviral	Sm TGR inh	FBPA Giardia inh
57	COc1ccc(C(=O)NCCCc2ccccc2)cc1OC	49	-6%	5%
58	COc1ccccc1NC(=O)CC(=O)CSc1nnc(-c2ccc(C)cc2)n1-c1ccccc1	50	-3%	5%
59	CSCCC(NC(=O)c1ccc(Cl)cc1Cl)C(=O)N1CCN(C(=O)c2ccccc2)CC1 (configuration not stated)	0	/	/
60	O=C(Nc1ccccc1C(=O)Nc1ccncc1)c1ccccc1	28	-8%	6%
61	CCc1nnc(SCC(=O)Nc2nccs2)n1CC	-10	2%	/
62	CCOC(=O)N1CCc2c(sc3c2c(=O)n(-c2ccc(Cl)cc2)c(=O)n3CC(=O)Nc2ccccc2)C1	9	-1%	/
63	CC(=O)Nc1ccc(S(=O)(=O)NC2CC(=O)N(c3ccc4c(c3)OCCO4)C2)cc1 (configuration not stated)	-18	-3%	/
64	Cc1ccc2[nH]c(=O)c(CN(CCCN(C)C)C(=S)NCCc3ccccc3)cc2c1	?	1%	3%
65	C[C@H](CO)N1C[C@H](C)[C@@H](CN(C)CC2CCCCC2)Oc2c(NC(=O)Cc3ccccc3)cccc2C1=O	-21	/	/

item	AmpC detergent	AMA1 RON2 block	HCV inh
57	?	8%	8%
58	2%	9%	1%
59	/	-2%	-23%
60	-1%	-13%	?
61	-8%	27%	17%
62	1%	/	/
63	-9%	9%	12%
64	-1%	0%	?
65	/	7%	?
